Pf apPOL block – Pf-apPOL DNA polymerase inhibition; AID 1794808; inhibition, % at 10 µM; Recombinant Pf-apPOL, molecular beacon fluorescence, 1.5 h; 210,000 tested, 0.25% active
mHTT CaM bind – inhibitors of human mutant huntingtin-calmodulin interaction; P42858; AlphaScreen His-mHTT/GST-CaM binding, luminescence; inhibition, % at 15 µM; 190,000 tested, 3.6% active; AID 1671202;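 also: 0% = both proteins with DMSO and 100% = one protein alone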
Target sequence (P42858 whole entry, looked up, stated change not applied): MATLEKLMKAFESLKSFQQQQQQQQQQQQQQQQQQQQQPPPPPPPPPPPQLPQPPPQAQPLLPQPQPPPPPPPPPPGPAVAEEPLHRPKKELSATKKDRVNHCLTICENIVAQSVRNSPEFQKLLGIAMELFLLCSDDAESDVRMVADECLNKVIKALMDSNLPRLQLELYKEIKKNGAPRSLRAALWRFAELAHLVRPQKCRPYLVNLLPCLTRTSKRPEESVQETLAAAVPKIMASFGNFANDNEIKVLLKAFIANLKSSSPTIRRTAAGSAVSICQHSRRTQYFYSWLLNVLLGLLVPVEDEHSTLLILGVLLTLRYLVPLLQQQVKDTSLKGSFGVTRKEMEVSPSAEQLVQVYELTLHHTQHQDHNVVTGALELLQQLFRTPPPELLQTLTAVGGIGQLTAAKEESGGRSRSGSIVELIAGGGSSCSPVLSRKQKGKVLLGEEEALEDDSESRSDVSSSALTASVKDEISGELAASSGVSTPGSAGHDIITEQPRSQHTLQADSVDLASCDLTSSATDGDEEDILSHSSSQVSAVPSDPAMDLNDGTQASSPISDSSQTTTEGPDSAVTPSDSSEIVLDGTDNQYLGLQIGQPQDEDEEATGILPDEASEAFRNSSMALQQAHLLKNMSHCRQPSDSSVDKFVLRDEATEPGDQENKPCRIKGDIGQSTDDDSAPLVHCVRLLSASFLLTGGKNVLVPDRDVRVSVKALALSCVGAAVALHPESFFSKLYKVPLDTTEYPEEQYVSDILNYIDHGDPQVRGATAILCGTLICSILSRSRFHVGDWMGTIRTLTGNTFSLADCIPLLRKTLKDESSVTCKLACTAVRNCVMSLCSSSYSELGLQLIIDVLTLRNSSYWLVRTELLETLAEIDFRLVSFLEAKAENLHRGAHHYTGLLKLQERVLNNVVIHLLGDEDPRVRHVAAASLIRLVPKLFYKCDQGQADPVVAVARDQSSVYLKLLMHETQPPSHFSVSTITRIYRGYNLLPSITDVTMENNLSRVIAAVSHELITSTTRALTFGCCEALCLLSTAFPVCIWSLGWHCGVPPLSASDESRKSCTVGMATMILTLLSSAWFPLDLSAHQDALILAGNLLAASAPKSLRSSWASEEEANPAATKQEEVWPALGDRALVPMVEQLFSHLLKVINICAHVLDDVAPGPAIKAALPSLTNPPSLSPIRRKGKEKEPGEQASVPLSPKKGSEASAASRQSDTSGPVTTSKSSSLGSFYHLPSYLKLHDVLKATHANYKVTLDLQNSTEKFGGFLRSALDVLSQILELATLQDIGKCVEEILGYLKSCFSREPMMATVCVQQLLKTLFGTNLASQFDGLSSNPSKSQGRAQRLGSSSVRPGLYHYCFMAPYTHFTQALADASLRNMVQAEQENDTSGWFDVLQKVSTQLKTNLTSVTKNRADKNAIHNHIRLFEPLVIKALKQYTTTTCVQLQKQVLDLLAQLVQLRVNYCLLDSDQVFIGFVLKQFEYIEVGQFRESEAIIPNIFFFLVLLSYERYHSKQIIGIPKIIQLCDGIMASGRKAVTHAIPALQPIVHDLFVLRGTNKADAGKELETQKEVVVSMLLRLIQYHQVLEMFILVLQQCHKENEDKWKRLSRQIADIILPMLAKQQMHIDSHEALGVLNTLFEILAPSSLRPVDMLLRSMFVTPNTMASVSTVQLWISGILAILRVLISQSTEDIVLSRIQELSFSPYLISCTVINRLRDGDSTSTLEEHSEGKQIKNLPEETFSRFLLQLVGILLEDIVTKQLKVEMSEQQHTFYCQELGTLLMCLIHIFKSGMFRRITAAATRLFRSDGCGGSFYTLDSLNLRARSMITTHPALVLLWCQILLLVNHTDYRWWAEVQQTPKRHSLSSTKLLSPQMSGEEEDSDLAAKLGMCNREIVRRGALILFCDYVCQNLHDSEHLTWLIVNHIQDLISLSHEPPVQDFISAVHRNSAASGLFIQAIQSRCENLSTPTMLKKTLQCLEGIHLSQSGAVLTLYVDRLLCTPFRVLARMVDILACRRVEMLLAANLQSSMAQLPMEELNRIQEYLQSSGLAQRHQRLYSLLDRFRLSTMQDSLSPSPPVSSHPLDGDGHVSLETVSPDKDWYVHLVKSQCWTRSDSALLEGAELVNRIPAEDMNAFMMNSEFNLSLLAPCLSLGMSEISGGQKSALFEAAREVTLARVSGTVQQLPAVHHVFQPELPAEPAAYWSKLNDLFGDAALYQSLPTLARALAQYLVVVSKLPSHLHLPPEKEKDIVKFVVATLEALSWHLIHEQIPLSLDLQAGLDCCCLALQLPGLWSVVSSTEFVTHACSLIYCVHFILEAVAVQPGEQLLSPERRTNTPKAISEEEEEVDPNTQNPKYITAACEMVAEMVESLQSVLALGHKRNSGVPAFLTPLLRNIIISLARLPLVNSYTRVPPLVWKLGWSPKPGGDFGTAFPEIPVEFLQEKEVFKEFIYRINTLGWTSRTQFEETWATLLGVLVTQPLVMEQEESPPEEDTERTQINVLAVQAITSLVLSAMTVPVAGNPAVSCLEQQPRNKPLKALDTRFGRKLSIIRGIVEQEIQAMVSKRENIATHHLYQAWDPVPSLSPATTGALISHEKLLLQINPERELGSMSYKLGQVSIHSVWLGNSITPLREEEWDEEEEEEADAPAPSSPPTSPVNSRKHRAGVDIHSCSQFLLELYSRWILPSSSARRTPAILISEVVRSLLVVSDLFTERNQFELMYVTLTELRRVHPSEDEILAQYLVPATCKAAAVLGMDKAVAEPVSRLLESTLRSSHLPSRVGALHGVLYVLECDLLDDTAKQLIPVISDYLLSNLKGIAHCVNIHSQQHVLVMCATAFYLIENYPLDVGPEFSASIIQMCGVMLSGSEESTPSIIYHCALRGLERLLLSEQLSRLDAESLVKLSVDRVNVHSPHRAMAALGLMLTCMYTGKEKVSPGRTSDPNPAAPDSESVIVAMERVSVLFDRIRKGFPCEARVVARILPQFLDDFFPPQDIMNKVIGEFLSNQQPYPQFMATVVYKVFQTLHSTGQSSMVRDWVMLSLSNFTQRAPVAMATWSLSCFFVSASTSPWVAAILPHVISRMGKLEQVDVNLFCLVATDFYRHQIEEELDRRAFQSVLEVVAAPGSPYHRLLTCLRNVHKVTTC
Active calls of the source: *; & = joins results of further samples. Rule as the data show it: active = inhibition above about 50%; inactive = the rest.

For Cc1ccc(OCCSc2ncnc3nc[nH]c23)cc1 the results were Pf apPOL block 4 and mHTT CaM bind 8.
`Cc1ccc(C(NC(=O)c2cnccn2)C(=O)Nc2ccc(C(C)C)cc2)cc1` (stereo not drawn) gave Pf apPOL block -7 and mHTT CaM bind 15.
Screening O=c1oc(-c2ccccc2Br)nc2ccc(Br)cc12 returned Pf apPOL block -2 and mHTT CaM bind -5.
Cc1nccn1CCC1CCNCC1 was read as mHTT CaM bind -1.
Screening Cc1ccc(C(O)c2nccn2C)cc1 (stereo not drawn) returned Pf apPOL block -5 and mHTT CaM bind 6.
For O=C1NC(=O)C(c2ccccc2)(c2ccccc2)N1 the results were Pf apPOL block -18&3 and mHTT CaM bind -3.
COc1ccc(CC(=O)Nc2cccc(-c3cn4cccnc4n3)c2)cc1 was read as Pf apPOL block -6 and mHTT CaM bind -11.
COc1cccc2c1OC1(C)CC2NC(=O)N1c1cccc(F)c1 (stereo not drawn) was read as Pf apPOL block -1 and mHTT CaM bind -4.
CCC(C)NC(=O)c1cccc(-c2nc(-c3ccc(F)cc3)no2)c1 (stereo not drawn) was read as Pf apPOL block -1 and mHTT CaM bind -2.
Screening O=C(NCc1ccccc1)C1CCCN(C(=O)c2cccc(Cl)c2)C1 (stereo not drawn) returned Pf apPOL block 0 and mHTT CaM bind 27.
For Cc1ccc(NC(=O)c2ccc3c(c2)OCCO3)cc1C the results were Pf apPOL block -5 and mHTT CaM bind 2.
Screening CCOc1cc(C2NC(=O)NC(C)=C2C(=O)Nc2ccc(OC)cc2OC)ccc1O (stereo not drawn) returned Pf apPOL block -1 and mHTT CaM bind 1.
O=C(NCCSc1ccccn1)c1ccc(Br)cc1 was read as Pf apPOL block -3 and mHTT CaM bind -5.
For CCc1ccccc1NC(=O)C(C)SCc1ccccc1 (stereo not drawn) the results were Pf apPOL block 2 and mHTT CaM bind -17.
Screening Cc1ccc(C(=O)NCc2ccccn2)cc1[N+](=O)[O-] returned Pf apPOL block 1 and mHTT CaM bind 3.
O=C(Nc1cccc(NC(=O)c2ccc3c(c2)OCO3)n1)c1ccc2c(c1)OCO2 was read as Pf apPOL block -12 and mHTT CaM bind 2.
For CS(=O)(=O)c1ccc(-c2ccc(NC(=O)c3cccs3)cc2)nn1 the results were Pf apPOL block -3 and mHTT CaM bind -15.
COc1ccc(C(CNC(=O)C(=O)Nc2ccc(F)c(Cl)c2)N2CCN(C)CC2)cc1 (stereo not drawn) was read as Pf apPOL block 1 and mHTT CaM bind 0.
For O=C(NCc1cccnc1)c1ccc(F)cc1 the results were Pf apPOL block 1 and mHTT CaM bind -7.
`COc1ccccc1NC(=O)C1=C(C)NC(SC)=C(C#N)C1c1ccccc1Cl` (stereo not drawn) gave Pf apPOL block -4 and mHTT CaM bind -11.
`O=C(NC1CCCCC1)N1CCC(n2c(-c3ccsc3)nc3cccnc32)C1` (stereo not drawn) gave Pf apPOL block -2 and mHTT CaM bind 2.
COc1ccccc1NC(=O)C1=C(C)NC(=O)NC1c1ccc([N+](=O)[O-])cc1 (stereo not drawn) was read as Pf apPOL block -7 and mHTT CaM bind 4.
`COc1ccc(C(=O)Nc2ccc3c(c2)OCO3)c(OC)c1` gave Pf apPOL block -1 and mHTT CaM bind 2.
CCOC(=O)N1CCC(NC(=O)c2cccc(N3CCNC(c4ccccc4)C3)n2)CC1 (stereo not drawn) was read as Pf apPOL block -9 and mHTT CaM bind 2.
For CC(C)C(=O)Nc1ccc2oc(-c3ccccc3F)nc2c1 the results were Pf apPOL block 5 and mHTT CaM bind 3.
For Cc1ccccc1Cn1c(Cl)nc2c1c(=O)n(C)c(=O)n2C the results were Pf apPOL block -10 and mHTT CaM bind -1.
N#CC1=C(N)Oc2n[nH]c(-c3ccncc3)c2C1c1ccccc1C(=O)O (stereo not drawn) was read as Pf apPOL block -2 and mHTT CaM bind 4.
For Cc1oc2c(CN(C)C)c(O)ccc2c(=O)c1Oc1ccccc1F the results were Pf apPOL block -6 and mHTT CaM bind 4.
For CCOCC(=O)N1CCCN(c2nc3c(s2)c(C)nn3-c2ccc(F)cc2)CC1 the results were Pf apPOL block 0 and mHTT CaM bind 17.
`Cc1cc(=O)c2cc(C(=O)NCc3cccnc3)ccc2[nH]1` gave Pf apPOL block -2 and mHTT CaM bind -3.
CCNC(=O)C1CCN(c2ncnc3c2nc2n3CCCCC2)CC1 was read as Pf apPOL block 2 and mHTT CaM bind -1.
`CCC(Cc1ccccc1)NC(=O)c1ccc(OC)c(OC)c1` (stereo not drawn) gave Pf apPOL block 2 and mHTT CaM bind -11.
Screening COc1cccc(CNC(=O)C2CCN(c3cncnc3N3CCCC3)CC2)c1OC returned Pf apPOL block 6 and mHTT CaM bind 0.
For COc1ccc(-c2nc3ncccn3c2Nc2ccc3c(c2)OCCO3)cc1 the results were Pf apPOL block -8 and mHTT CaM bind 8.
Screening O=C(Cn1nc(-c2ccccc2)c2ccccc2c1=O)Nc1ccc(F)cc1 returned Pf apPOL block 2 and mHTT CaM bind 2.
For Nc1nc(-c2ccc(NC(=O)c3ccc(Cl)cc3)cc2)cs1 the results were Pf apPOL block -3 and mHTT CaM bind 22.
For Cn1c(=O)c2nc(-c3ccc(F)cc3)oc2c2ccccc21 the results were Pf apPOL block -3 and mHTT CaM bind 7.
O=C(NCc1ccncc1)C(=O)Nc1ccc(Cl)c(Cl)c1 was read as Pf apPOL block -3 and mHTT CaM bind 5.
Screening Fc1ccc(Nc2ncc3c(n2)CCN(Cc2cc(Br)cs2)C3)cc1 returned Pf apPOL block -2 and mHTT CaM bind 2.
CC(=Cc1ccccc1)C=C1NC(=S)NC1=O was read as Pf apPOL block 2 and mHTT CaM bind 37.
`Cc1ccc(S(=O)(=O)N2CCc3nc(NC(=O)CCc4ccccc4)sc3C2)cc1` gave Pf apPOL block 3 and mHTT CaM bind 2.
`COc1ccc(CN2CCCC2c2cc(C(C)C)no2)c(OC)c1` (stereo not drawn) gave Pf apPOL block -1 and mHTT CaM bind 5.
For COc1ccc(CN2CCOCC2)cc1 the results were Pf apPOL block 0 and mHTT CaM bind -4.
Screening Cc1nc(C(C)C)c(Cc2ccc(F)cc2)c(N2CCN(C(=O)C(C)C)CC2)n1 returned Pf apPOL block -1 and mHTT CaM bind 7.
Screening COc1cc(OC)cc(C(=O)N2CCC(C(=O)NC3CCCCCC3)CC2)c1 returned Pf apPOL block 0 and mHTT CaM bind -5.
Screening COc1ccc(C(=O)C=Cc2ccc(OC)cc2OC)cc1 returned Pf apPOL block -11 and mHTT CaM bind -24.
CC(C)(C)C(=O)NC(=O)Nc1cccc2nsnc12 was read as Pf apPOL block -4 and mHTT CaM bind 2.
Screening Cc1nc2c(C(=O)NCc3ccccc3Cl)cnn2c(C)c1Cc1ccccc1F returned Pf apPOL block 2 and mHTT CaM bind 10.
Screening COc1cc(NC(=O)N2CCCC2c2ccc(F)cc2)cc(OC)c1 (stereo not drawn) returned Pf apPOL block -1 and mHTT CaM bind -7.
For CCNC(=O)N1CC(C(=O)NCc2cccnc2)CC(c2ccc(F)c(C)c2)C1 (stereo not drawn) the results were Pf apPOL block 6 and mHTT CaM bind 11.
Screening O=C(Cn1cnc(SCc2ccccc2)n1)Nc1cccc([N+](=O)[O-])c1 returned Pf apPOL block -10 and mHTT CaM bind 5.
CCOC(=O)c1ccc(NC(=O)N2CCCC2c2ccccc2Cl)cc1 (stereo not drawn) was read as Pf apPOL block -3 and mHTT CaM bind -5.
For Cc1onc(-c2ccccc2Cl)c1C(=O)Nc1cccc2cccnc12 the results were Pf apPOL block -4 and mHTT CaM bind -8.
For Cc1cc(C(=O)NCc2cc(-c3ccc4c(c3)OCCO4)on2)c(C)o1 the results were Pf apPOL block 5 and mHTT CaM bind -6.
For Cc1ccc(C)c(NC(=O)C2CCN(C(=O)c3cccs3)CC2)c1 the results were Pf apPOL block 3 and mHTT CaM bind -1.
`O=C(Nc1ccc(Cl)cc1)N1CCC(n2cnc3ccccc3c2=O)CC1` gave Pf apPOL block -5 and mHTT CaM bind 4.
For O=c1cc(CN2CCCCCCC2)c2ccccc2o1 the results were Pf apPOL block 9 and mHTT CaM bind -6.
For CC(SC1CC(=O)N(c2ccccc2)C1=O)C(=O)O (stereo not drawn) the results were Pf apPOL block 4.
`OC[C@@H]1[C@@H](c2ccccc2)C(c2cccc(Cl)c2)=NN1c1ccccc1` gave Pf apPOL block -6 and mHTT CaM bind 59*.
Screening CC(=O)Nc1nonc1-c1nc2ccccc2n1Cc1ccc(Cl)c(Cl)c1 returned Pf apPOL block -2 and mHTT CaM bind -3.
For O=C1OC(c2cccc([N+](=O)[O-])c2)=N/C1=C\c1cccs1 the results were Pf apPOL block -2 and mHTT CaM bind 13.
`O=C1CCC[C@@H]2C[C@@]3(C[C@@H]4CCN1[C@H]24)Nc1cc(Cl)c(Cl)cc1NC3=NCc1ccccc1` gave Pf apPOL block -5 and mHTT CaM bind 98*.
Screening CC(C)CNS(=O)(=O)/C=C/c1cc2c(cc1CNC(=O)OC(C)(C)C)OCO2 returned Pf apPOL block -2 and mHTT CaM bind -4.
For Cc1ccc2cccc(SCC(=O)Nc3ccc([N+](=O)[O-])cc3)c2n1 the results were Pf apPOL block 2 and mHTT CaM bind 16.
For Fc1ccc(CN2CCN(c3ncccn3)CC2)c(F)c1 the results were Pf apPOL block -4 and mHTT CaM bind -6.
COc1ccc(N2CCN(C(=O)CCn3nnc4ccccc4c3=O)CC2)cc1 was read as Pf apPOL block -5 and mHTT CaM bind 11.
For COc1ccc(CC(=O)NCCc2ccc(N(C)C)cc2)cc1 the results were Pf apPOL block -8 and mHTT CaM bind 3.
Screening CC1=Nc2ccccc2C1=Cc1sc(=N)n(-c2nccs2)c1O returned Pf apPOL block 0 and mHTT CaM bind 100*.
`Cc1ccc(NC(=O)C2CCc3sc(C(=O)N4CCOCC4)cc3C2)cc1C` (stereo not drawn) gave Pf apPOL block -1 and mHTT CaM bind 8.
Screening CN(C)C(=O)NC(Nc1cccc([N+](=O)[O-])c1)C(Cl)(Cl)Cl (stereo not drawn) returned Pf apPOL block -2 and mHTT CaM bind 0.
For CCc1onc(C)c1C1CCCN1C(=O)Nc1ccc(C)c(Cl)c1 (stereo not drawn) the results were Pf apPOL block -2 and mHTT CaM bind -5.
Screening CS(=O)(=O)c1ccc(CC(=O)Nc2sccc2C(N)=O)cc1 returned Pf apPOL block -3 and mHTT CaM bind -10.
`Fc1cccc(CN2CCCCC2c2nncn2CC2CC2)c1` (stereo not drawn) gave Pf apPOL block -4 and mHTT CaM bind -2.
For COc1ccc(S(=O)(=O)N2CCC(c3noc(-c4ccccc4C)n3)CC2)cc1 the results were Pf apPOL block -4 and mHTT CaM bind -6.
Cc1cccc(CNC(=O)c2c(C)noc2-c2ccccc2C)c1 was read as Pf apPOL block -2 and mHTT CaM bind -26.
Screening O=c1nc2n(-c3cccc(Cl)c3)c3ccc([N+](=O)[O-])cc3cc-2c(=O)[nH]1 returned Pf apPOL block -7 and mHTT CaM bind 8.
For C=CCOC(=O)COc1ccc2c(=O)c(Oc3ccc(OC)cc3)coc2c1 the results were Pf apPOL block 2 and mHTT CaM bind -3.
Screening O=C(O)c1cn(-c2ccc(F)c(F)c2)nn1 returned Pf apPOL block 2 and mHTT CaM bind -2.
O=C(C1CCCO1)N1CCc2ccc(NC(=O)C3(c4ccccc4)CCOCC3)cc21 (stereo not drawn) was read as Pf apPOL block -6 and mHTT CaM bind 2.
CC(C)C(=O)Nc1ccc(NC(=O)c2cccc(Br)c2)cc1 was read as Pf apPOL block 4 and mHTT CaM bind -9.
Screening Cc1cccc2c(=O)n(C3CCN(C(=O)Nc4ccccc4)CC3)cnc12 returned Pf apPOL block 3 and mHTT CaM bind -3.
For COc1ccc(-c2nc3n(c(=O)c2C#N)CCS3)cc1 the results were Pf apPOL block 5 and mHTT CaM bind 4.
For COc1ccc(CCNC(=O)c2ccc(CS(=O)(=O)Cc3ccccc3Cl)o2)cc1OC the results were Pf apPOL block -17 and mHTT CaM bind 5.
CC(=O)N1CCN(S(=O)(=O)c2ccc(C(=O)O)cc2)CC1 was read as Pf apPOL block -8 and mHTT CaM bind -23.
Cc1ccc(-n2nc(C)c3sc(N4CCCN(C(=O)c5ccsc5)CC4)nc32)cc1 was read as Pf apPOL block -5 and mHTT CaM bind 18.
O=C(NCCS(=O)(=O)N1CCC(Cc2ccccc2)CC1)c1ccccc1 was read as Pf apPOL block -1 and mHTT CaM bind -9.

Already shown: an excerpt of the list.
For COc1ccc(S(=O)(=O)N2CCC(c3noc(-c4ccccc4C)n3)CC2)cc1 the results were Pf apPOL block -4 and mHTT CaM bind -6.
Cc1cccc(CNC(=O)c2c(C)noc2-c2ccccc2C)c1 was read as Pf apPOL block -2 and mHTT CaM bind -26.
Screening O=c1nc2n(-c3cccc(Cl)c3)c3ccc([N+](=O)[O-])cc3cc-2c(=O)[nH]1 returned Pf apPOL block -7 and mHTT CaM bind 8.
For C=CCOC(=O)COc1ccc2c(=O)c(Oc3ccc(OC)cc3)coc2c1 the results were Pf apPOL block 2 and mHTT CaM bind -3.
Screening O=C(O)c1cn(-c2ccc(F)c(F)c2)nn1 returned Pf apPOL block 2 and mHTT CaM bind -2.
O=C(C1CCCO1)N1CCc2ccc(NC(=O)C3(c4ccccc4)CCOCC3)cc21 (stereo not drawn) was read as Pf apPOL block -6 and mHTT CaM bind 2.
CC(C)C(=O)Nc1ccc(NC(=O)c2cccc(Br)c2)cc1 was read as Pf apPOL block 4 and mHTT CaM bind -9.
Screening Cc1cccc2c(=O)n(C3CCN(C(=O)Nc4ccccc4)CC3)cnc12 returned Pf apPOL block 3 and mHTT CaM bind -3.
For COc1ccc(-c2nc3n(c(=O)c2C#N)CCS3)cc1 the results were Pf apPOL block 5 and mHTT CaM bind 4.
For COc1ccc(CCNC(=O)c2ccc(CS(=O)(=O)Cc3ccccc3Cl)o2)cc1OC the results were Pf apPOL block -17 and mHTT CaM bind 5.
CC(=O)N1CCN(S(=O)(=O)c2ccc(C(=O)O)cc2)CC1 was read as Pf apPOL block -8 and mHTT CaM bind -23.
Cc1ccc(-n2nc(C)c3sc(N4CCCN(C(=O)c5ccsc5)CC4)nc32)cc1 was read as Pf apPOL block -5 and mHTT CaM bind 18.
O=C(NCCS(=O)(=O)N1CCC(Cc2ccccc2)CC1)c1ccccc1 was read as Pf apPOL block -1 and mHTT CaM bind -9.

High-throughput results as filed in PubChem.
